Screens: PubChem BioAssay, Sanford-Burnham Center for Chemical Genomics
tim23-1 inh = tim23-1 yeast growth inhibition. S. cerevisiae tim23-1 growth, BacTiter-Glo luminescence, 24 h. 330,000 compounds, 1.3% hits. inhibition, % at 20 µM;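 active = growth inhibition of the mutant yeast at or above 50%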;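 note: temperature-sensitive mutant grown at 25 °C; plate controls were DMSO-treated mutant yeast for no effect and medium wells lacking yeast for full effect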
CXCR6 block = CXCR6 (human) receptor inhibition. 360,000 compounds, 0.36% hits. AID 602244. CHO-K1 PathHunter CXCR6 beta-arrestin, luminescence. inhibition, % at 20 µM; in the data active = inhibition above about 34%, passing the limit was not always enough;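 note: antagonist mode with CXCL16 agonist at 10 nM final; 0% = 10 nM CXCL16 with DMSO and 100% = unstimulated wells without agonist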
APJ antagonist = APJ receptor antagonism; P35414; AID 2521; inhibition, % at 20 µM; 330,000 compounds, 0.32% hits; CHO-K1 APJ beta-arrestin complementation, luminescence;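 active = inhibition above about 40% at 20 µM, limit read from the data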;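 note: cells challenged with 10 nM apelin-13 agonist together with compound; plate controls were apelin-13 plus DMSO wells for no effect and DMSO wells lacking apelin-13 for full effect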
APJ agonist = agonists of human APJ apelin receptor. P35414. CHO-K1 APJ PathHunter beta-arrestin, luminescence; 0% DMSO wells, 100% apelin. activation, % at 20 µM. 330,000 compounds, 0.11% hits;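 active = activation more than six SD over the plate average, tested at 20 µM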;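 note: 0% = DMSO alone and 100% = apelin-13 at 10 nM; some results filed as inactive read as strong as hits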
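Incubation: overnight seeding, 90 min compound at 25 °C, 1 h detection; test system: PathHunter CHO-K1 APJ (AGTRL-1) beta-arrestin reporter cells; amount: 1000 cells/well; doses: one dose, 20 µM compound, 1% DMSO; measured by: beta-gal luminescence; measure: agonist-driven arrestin binding to APJ; benchmarks: negative DMSO alone, positive Apelin-13 at 10 nM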
tim10-1 inh = tim10-1 yeast growth inhibition. S. cerevisiae tim10-1 ts strain growth, BacTiter-Glo, 24 h. inhibition, % at 20 µM. 330,000 compounds, 2.2% hits. AID 463190;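 active = inhibition of at least 40%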;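 note: mutant grown at 25 °C; 0% = DMSO wells with yeast and 100% = wells holding no yeast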
XBP1 UPR activ = adaptive UPR (XBP1) activation. CHO-XBP1 luciferase reporter, IRE1-XBP1 UPR activation, luminescence; percent of tunicamycin response, DMSO as zero. activation, % at 20 µM. 330,000 compounds, 0.33% hits. AID 463104;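 active = versus positive control, 20 µM dose yields 30% or more activation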;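 note: 100% = tunicamycin at 10 µg/mL and 0% = DMSO only wells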
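Material: CHO-XBP1 cells stably carrying IRE1-XBP1-driven luciferase reporter | Medium: F12 with 10% serum | Compound dosing: 20 µM single concentration, DMSO 1% | Incubation: Overnight seeding at 37 °C, 6 h compound treatment at 37 °C | Detection: Steady-Glo luminescence read | Read-out basis: % activation of reporter signal versus tunicamycin and DMSO controls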
TIM10 inh = inhibits growth of TIM10 yeast strain | S. cerevisiae TIM10 strain growth, BacTiter-Glo luminescence, 24 h | inhibition, % at 10 µM | 330,000 compounds, 1.4% hits;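 active = inhibition of 40% or more at the single tested concentration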;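 note: wild-type TIM10 isogenic control strain grown at permissive 25 °C; 0% = DMSO yeast wells and 100% = minimal medium wells without yeast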
Mdm2 MdmX PPI = inhibitors of human Mdm2/MdmX interaction; O15151+Q00987; SaOS-2 split-luciferase Mdm2/MdmX complementation, luminescence; inhibition, % at 8 µM; 330,000 compounds, 3% hits; AID 485346;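 active = inhibition of at least 50% at 8 µM in the primary screen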
Target sequence (O15151 whole entry, looked up): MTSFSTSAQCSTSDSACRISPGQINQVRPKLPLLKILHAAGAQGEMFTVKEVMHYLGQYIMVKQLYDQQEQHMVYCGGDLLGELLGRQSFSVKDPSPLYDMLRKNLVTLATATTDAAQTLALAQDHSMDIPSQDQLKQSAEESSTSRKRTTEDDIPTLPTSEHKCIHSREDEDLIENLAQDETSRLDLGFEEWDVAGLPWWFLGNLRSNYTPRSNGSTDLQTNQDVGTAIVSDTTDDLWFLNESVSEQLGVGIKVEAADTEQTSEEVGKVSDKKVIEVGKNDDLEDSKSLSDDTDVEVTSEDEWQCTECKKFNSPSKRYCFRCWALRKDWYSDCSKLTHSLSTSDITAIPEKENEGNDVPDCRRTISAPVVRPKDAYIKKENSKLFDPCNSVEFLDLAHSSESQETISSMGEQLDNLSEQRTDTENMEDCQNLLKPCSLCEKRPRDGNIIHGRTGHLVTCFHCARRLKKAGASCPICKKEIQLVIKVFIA
Target sequence (Q00987 whole entry, looked up): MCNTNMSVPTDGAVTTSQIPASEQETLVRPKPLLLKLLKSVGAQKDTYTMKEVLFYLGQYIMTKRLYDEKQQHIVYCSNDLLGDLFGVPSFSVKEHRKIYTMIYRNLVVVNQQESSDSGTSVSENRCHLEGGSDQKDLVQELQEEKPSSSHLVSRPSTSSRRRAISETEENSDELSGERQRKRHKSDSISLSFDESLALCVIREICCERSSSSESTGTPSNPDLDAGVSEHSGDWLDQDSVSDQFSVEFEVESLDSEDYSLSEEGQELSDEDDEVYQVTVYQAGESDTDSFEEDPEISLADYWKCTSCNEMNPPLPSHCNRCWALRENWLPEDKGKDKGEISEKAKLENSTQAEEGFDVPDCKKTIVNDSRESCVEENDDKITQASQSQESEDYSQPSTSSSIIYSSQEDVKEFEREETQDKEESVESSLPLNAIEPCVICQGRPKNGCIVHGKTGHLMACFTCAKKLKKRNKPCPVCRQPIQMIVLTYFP
CHOP UPR activ = activators of apoptotic arm of unfolded protein response (CHOP). CHO-CHOP luciferase reporter, UPR activation, luminescence; percent of tunicamycin response over DMSO baseline. activation, % at 10 µM. 330,000 compounds, 0.34% hits;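 active = at 10 µM dose, activation of 40% or more, normalized to positive control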;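 note: 100% = tunicamycin at 10 µg/mL and 0% = DMSO alone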
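measured by = luciferase luminescence | assay system = CHO-CHOP cells, stable luciferase reporter of PERK-eIF2a-CHOP signalling | amount = 500 reporter cells seeded per well | timing = 6 h compound exposure at 37 °C after overnight seeding | controls = positive tunicamycin 10 µg/mL, negative DMSO alone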
* marks the source's active call; other numbers are inactive results; nt = not tested or not shown. Only part of the results is shown (hit frequency here may not be typical).

(1) CCn1c(=O)c(C(=O)Nn2c(C)nc3ccccc3c2=O)c(O)c2ccccc21
(2) COc1ccccc1CCn1cc(C#N)c(=O)[nH]c1=O
(3) C[C@H](CO)N1C[C@H](C)[C@@H](CN(C)Cc2ccncc2)Oc2c(NS(=O)(=O)c3ccc(F)cc3)cccc2C1=O
(4) Cc1ccc(C(=O)Nc2ccccc2C(=O)NCc2ccco2)cc1S(=O)(=O)N1CCCCC1
(5) CCCCOC(=O)c1ccc(NC(=O)C(CCS(C)(=O)=O)NC(C)=O)cc1 (configuration not stated)

compound no.	1	2	3	4	5
tim23-1 inh	31	11	-5	-32	2
CXCR6 block	0	2	4	12	-1
APJ antagonist	-23	-19	-2	-1	4
APJ agonist	0	-3	-4	-4	-6
tim10-1 inh	43*	-2	-12	0	2
XBP1 UPR activ	0	-2	-1	2	2
TIM10 inh	-20	6	3	-19	-6
Mdm2 MdmX PPI	2	4	21	29	15
CHOP UPR activ	0.6	0.3	0.9	-1.5	-3.5

(6) CC(=O)c1cccc(NC(=O)c2ccc(N(Cc3ccccc3C)S(C)(=O)=O)cc2)c1
(7) CCc1cccc(NC(=O)CN(C)S(=O)(=O)c2cccc3nsnc23)c1
(8) Cn1cc(Cl)c(C(=O)OCC(=O)Nc2ccccc2)n1
(9) CCCCOC(=O)CSc1nc2ccccc2o1
(10) O=C(CCn1c(=O)c2cccn2c2ccc(F)cc21)NCCc1ccccc1

compound no.	6	7	8	9	10
tim23-1 inh	11	20	3	10	26
CXCR6 block	-3	8	1	5	-2
APJ antagonist	8	10	11	9	7
APJ agonist	0	-1	1	-2	-4
tim10-1 inh	5	27	1	5	37
XBP1 UPR activ	-7	-3	-1	-1	-6
TIM10 inh	5	23	-3	11	-2
Mdm2 MdmX PPI	45	2	-1	1	16
CHOP UPR activ	0.2	-1.0	0.4	2.6	3.0

(11) Cc1nnc(NC(=O)c2oc3c(ccc4ccccc43)c2C)s1
(12) CCC1CCCCN1CCCNC(=O)Cn1c(=O)c2cccn2c2cccnc21 (configuration not stated)
(13) CCCn1c(N)c(C(=O)CN2CCc3ccccc3C2)c(=O)n(C)c1=O
(14) Cc1nn2c(nc(N3CCOCC3)c3ccccc32)c1C=C(C#N)C#N
(15) CCc1nc2ccccc2c(C(=O)Nc2ccc(C)cc2)c1C

compound no.	11	12	13	14	15
tim23-1 inh	4	9	-2	12	3
CXCR6 block	9	-8	9	5	11
APJ antagonist	4	-40	-4	6	23
APJ agonist	-5	2	-3	-2	-3
tim10-1 inh	29	15	2	27	-12
XBP1 UPR activ	-3	-3	-4	10	-3
TIM10 inh	34	11	-13	24	3
Mdm2 MdmX PPI	-22	-5	-16	-11	9
CHOP UPR activ	1.0	-0.3	-0.5	2.1	0.7

In another format: entries from further up
No.	structure	tim23-1 inh	CXCR6 block	APJ antagonist	APJ agonist	tim10-1 inh	XBP1 UPR activ	TIM10 inh	Mdm2 MdmX PPI	CHOP UPR activ
12	CCC1CCCCN1CCCNC(=O)Cn1c(=O)c2cccn2c2cccnc21 (configuration not stated)	9	-8	-40	2	15	-3	11	-5	-0.3
13	CCCn1c(N)c(C(=O)CN2CCc3ccccc3C2)c(=O)n(C)c1=O	-2	9	-4	-3	2	-4	-13	-16	-0.5
14	Cc1nn2c(nc(N3CCOCC3)c3ccccc32)c1C=C(C#N)C#N	12	5	6	-2	27	10	24	-11	2.1
15	CCc1nc2ccccc2c(C(=O)Nc2ccc(C)cc2)c1C	3	11	23	-3	-12	-3	3	9	0.7

(more compounds)
(16) CC(=O)c1ccc(N2CCN(c3ccnc4cc(Cl)ccc34)CC2)cc1
(17) CCCC(=O)N(CCN1CCOCC1)c1nc2c(OCC)cccc2s1
(18) O=C(CCC1CCCCC1)NCCS(=O)(=O)N1CCN(c2ccc(F)cc2)CC1
(19) Cc1nc2ccccc2c2c1C(=O)NC2=O
(20) CCOC(=O)c1c(CC(C)C)csc1/N=C/C1=C(O)CCCC1=O

compound no.	16	17	18	19	20
tim23-1 inh	6	14	21	13	15
CXCR6 block	-12	2	0	nt	-1
APJ antagonist	-4	6	5	17	25
APJ agonist	2	0	-4	-2	-1
tim10-1 inh	-10	15	20	10	15
XBP1 UPR activ	0	-5	1	0	-2
TIM10 inh	13	4	15	17	6
Mdm2 MdmX PPI	15	29	5	-6	16
CHOP UPR activ	4.3	1.2	-0.2	-0.9	0.6

(21) COC(=O)c1cn[nH]c1NC(=S)Nc1ccc(C)cc1Cl
(22) CCCc1nc(N2CCOCC2)c(C#N)c2c1CCCC2
(23) CC(C)(C)CC(=O)Nc1cc2c3c(c1)CCN3C(=O)CC2
(24) Cc1cnc(CN2CCc3c([nH]c4ccccc34)C2C2CCCCC2)[nH]1 (configuration not stated)
(25) O=S(=O)(c1ccc(S(=O)(=O)N(Cc2ccccc2)Cc2ccco2)cc1)N1CCCC1

compound no.	21	22	23	24	25
tim23-1 inh	-12	-10	1	14	-2
CXCR6 block	-3	-1	-6	-2	5
APJ antagonist	-5	-18	13	17	17
APJ agonist	-2	-2	-1	-5	-5
tim10-1 inh	0	-7	-8	16	-17
XBP1 UPR activ	-2	0	-1	-6	4
TIM10 inh	18	5	6	17	-9
Mdm2 MdmX PPI	52*	24	6	14	20
CHOP UPR activ	1.9	-0.5	-0.9	0.5	3.2

(26) CC1(C)CC(=O)C2=C(C1)c1c(ccc3ccccc13)NC2c1ccc(C(=O)O)cc1 (configuration not stated)
(27) CCC(C)c1ccccc1NC(=S)NC(=O)c1ccco1 (configuration not stated)
(28) Clc1ccc(OCCCn2cncn2)cc1Cl
(29) O=C(CCCl)Nc1cc(SCCO)cc([N+](=O)[O-])c1
(30) O=C(CSc1nnc(-c2ccncc2)n1C1CCCCC1)Nc1cccc(O)c1

compound no.	26	27	28	29	30
tim23-1 inh	28	54*	-50	-1	14
CXCR6 block	-2	5	-1	-11	-6
APJ antagonist	13	-17	15	-5	-2
APJ agonist	0	-1	0	-1	1
tim10-1 inh	29	35	-77	10	-17
XBP1 UPR activ	-2	-1	0	1	1
TIM10 inh	17	41*	-3	-5	4
Mdm2 MdmX PPI	1	15	7	7	12
CHOP UPR activ	0.0	-0.7	-2.1	1.4	1.3

(31) Cc1cccc(C2CN(C)CCc3c2cc(O)c(O)c3Cl)c1 (configuration not stated)
(32) CCc1nc2ccc(C(=O)NCCc3ccc(OC)cc3)cc2nc1CC
(33) O=C1NCCCC2c3c(cc(Br)c(O)c3Br)OC12N1CCOCC1 (configuration not stated)
(34) O=C(O)CCC(=O)Nc1ccccc1C(=O)NCc1ccco1
(35) CC(=O)Cc1nsc(NC(=O)c2cn(-c3ccccc3)nc2-c2ccc(Br)cc2)n1

compound no.	31	32	33	34	35
tim23-1 inh	12	36	1	16	9
CXCR6 block	-1	7	-16	7	-2
APJ antagonist	-2	1	11	6	-2
APJ agonist	3	-3	-3	4	-1
tim10-1 inh	3	40*	11	6	16
XBP1 UPR activ	-2	-3	-2	1	2
TIM10 inh	12	1	-3	8	14
Mdm2 MdmX PPI	-25	0	18	-3	-8
CHOP UPR activ	1.3	-0.6	-1.2	-2.5	1.7

(36) CCOC(=O)[C@H]1[C@H]2COc3ccc(Br)cc3[C@@H]2N2C(=O)CN(Cc3ccc(F)cc3)C(=O)[C@@]12C
(37) CCOc1ccc(/C(=N\O)C(C)NO)cc1 (configuration not stated)
(38) c1ccc2oc(C3=NNC(=NC4CC4)SC3)cc2c1
(39) O=C(NCCC1=CCCCC1)C(=O)c1c[nH]c2ccccc12
(40) CCN1C(=O)C(O)(CC(=O)c2ccccn2)c2ccccc21 (configuration not stated)

compound no.	36	37	38	39	40
tim23-1 inh	24	-1	22	-3	-1
CXCR6 block	14	-1	5	-6	-8
APJ antagonist	-2	15	5	-19	-4
APJ agonist	-1	0	-7	2	-1
tim10-1 inh	12	-13	37	-9	-1
XBP1 UPR activ	-2	0	-4	0	0
TIM10 inh	3	-8	29	2	5
Mdm2 MdmX PPI	11	23	-40	-78	-12
CHOP UPR activ	0.6	0.5	-6.3	3.6	-0.7

(41) O=C(CN1C(=O)NC2(CCCCC2)C1=O)NCCc1ccccc1
(42) CN(C)c1ccc(NC(=O)CC(NCc2ccccn2)C(=O)O)cc1 (configuration not stated)
(43) O=C(NCc1ccccc1)c1ccc(=O)oc1
(44) CCOC(=O)c1cnn(-c2nc3c(C)cccc3s2)c1C
(45) Cc1ccc(S(=O)(=O)NC2(C(F)(F)F)NC(=O)N(c3ccccc3F)C2=O)cc1 (configuration not stated)

compound no.	41	42	43	44	45
tim23-1 inh	12	1	-1	2	3
CXCR6 block	9	-8	-5	-8	10
APJ antagonist	-6	-8	9	-16	5
APJ agonist	-3	2	-6	-2	-2
tim10-1 inh	7	14	-21	19	-13
XBP1 UPR activ	-1	2	2	2	3
TIM10 inh	5	-4	-18	-1	5
Mdm2 MdmX PPI	8	-2	12	-22	-19
CHOP UPR activ	1.6	1.0	0.4	0.7	-0.3

(46) CCCn1c(SCC(=O)Nc2ccc(OC)cc2)nnc1-c1ccncc1
(47) O=C(Cn1nnc(-c2cccc(C(F)(F)F)c2)n1)NC1CCCC1
(48) CCOc1ccc(OCC(=O)OCC(=O)N(CC(C)C)c2c(N)n(Cc3ccccc3)c(=O)[nH]c2=O)cc1
(49) CCN(CC(=O)NCc1ccc(Cl)cc1)C(=O)COc1ccc(Cl)cc1Br
(50) N#CCc1nc2n(n1)Cc1ccccc1-2
(51) Cc1ccc(C(=O)NCc2cccs2)cc1S(=O)(=O)N1CCCCC1
(52) CC/C(=N\NC(=O)CSCc1ccc(Cl)cc1)c1ccc2c(c1)OCCO2

compound no.	46	47	48	49	50	51	52
tim23-1 inh	30	1	10	32	22	1	27
CXCR6 block	3	-5	0	-2	9	7	-14
APJ antagonist	4	14	10	-6	10	-9	-7
APJ agonist	22	-2	4	13	-2	-2	5
tim10-1 inh	20	2	1	10	6	-17	17
XBP1 UPR activ	0	-5	-3	2	2	-3	-1
TIM10 inh	17	-18	4	-1	8	-3	13
Mdm2 MdmX PPI	18	17	-8	17	10	-6	19
CHOP UPR activ	1.0	0.4	0.9	-1.8	0.5	-0.4	-0.7
